Texas Red fluor: qHTS Assay for Spectroscopic Profiling in Texas Red Spectral Region; Compound fluorescence, Texas Red channel, 547/618 nm; stronger effect = higher value; max dye-equivalent concentration, M; actives 0.06% (n = 59,000); in the data active means max dye-equivalent concentration above about 10 nM; inconclusive means between about 1.1 nM and that limit
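Fluorescence at ex 547/em 618 nm, normalized against an on-plate Texas Red standard series to give dye-equivalent concentration per compound concentration. Buffer 100 mM Tris, pH 8.0; 15 min RT incubation before CCD imaging.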
ERK AVP block: qHTS Assay for Inhibitors of the ERK Signaling Pathway using a Homogeneous Screening Assay; HEK293-V1b, vasopressin-stimulated pERK AlphaScreen; Potency, µM (doses to about 57.5 µM), without a hit: at the highest dose activity, negative = inhibition, most hits filed as inhibitors; actives 0.99% (n = 72,000); AID 995, 2007; further: potency means the concentration at half of the fitted maximal effect; on the % scale 0 is the no-effect control and ±100 the full control effect; nearly all actives have a fitted effect of over 55% in size
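HEK293 cells stably expressing V1b receptor, seeded overnight in 1% FBS, were treated with compounds for 30 min at 37C, then stimulated 5 min with 25 nM vasopressin; phospho-ERK read by AlphaScreen SureFire after lysis.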
Rhodamine autofl: qHTS Assay for Spectroscopic Profiling in Rhodamine Spectral Region; Rhodamine-region fluorescence, 547/598 nm, Tris buffer; stronger effect = higher value; max dye-equivalent concentration, M; actives 0.05% (n = 59,000); AID 594, 2007; in the data active means max dye-equivalent concentration above about 11 nM; inconclusive means between about 1.1 nM and that limit
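Compound fluorescence in 100 mM Tris, pH 8.0, read after 15 min at room temperature with 547 nm excitation and 598 nm emission. Output is dye-equivalent concentration from an on-plate rhodamine standard series.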
CRE-bla Fsk: Cell signaling CRE-BLA (Fsk stim) | CHO CRE-bla reporter (cAMP response element driving beta-lactamase), forskolin EC10, beta-lactamase ratio | actives 2.5% (n = 71,000) | Potency, µM (series often up to 38.2 µM), inactives show top-dose activity change, negative = inhibition, most hits filed as activators | AID 662, 2007; active means well fitted activation curve with a large enough effect in the signal ratio, with a control signal flat, not every such curve was filed as active; inconclusive means small, poorly fitted or top-dose-only effect, or effect the other way, or a change in a side signal; the % refers to the signal ratio; further: potency means the concentration at half of the fitted maximal effect; % of control where 0% means no effect
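Using CellSensor CRE-bla CHO cells in Opti-MEM with 0.5% dialyzed FBS, compounds were titrated with EC10 NKH 477 for 3 h at 37 °C. CCF4 ratio (460/530 nm) gave %Activity; AC50 derived.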
HADH2 inhib: qHTS Assay for Inhibitors of HADH2 (Hydroxyacyl-Coenzyme A Dehydrogenase, Type II); recombinant HADH2, NADH fluorescence, beta-hydroxybutyryl-CoA; 3-hydroxyacyl-CoA dehydrogenase type-2 (Homo sapiens), Q99714; actives 3.4% (n = 73,000); Potency, µM (doses to about 57.1 µM), without a hit: at the highest dose activity change, negative = inhibition, hits mostly inhibitors; further: potency means the concentration at half of the fitted maximal effect; on the % scale 0 is the no-effect control and ±100 the full control effect; nearly all actives have a fitted effect of over 60% in size; many of its hits are not listed in these tables
Target sequence (Q99714 whole entry, looked up, one chain of several): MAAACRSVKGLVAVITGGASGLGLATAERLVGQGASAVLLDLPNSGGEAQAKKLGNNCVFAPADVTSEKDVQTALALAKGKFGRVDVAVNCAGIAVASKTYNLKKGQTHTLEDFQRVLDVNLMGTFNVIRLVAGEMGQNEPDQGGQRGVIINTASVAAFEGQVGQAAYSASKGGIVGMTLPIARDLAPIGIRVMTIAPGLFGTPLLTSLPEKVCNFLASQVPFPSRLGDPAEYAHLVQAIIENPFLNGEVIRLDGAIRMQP
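E. coli-expressed His-tagged HADH2 tested at 20 nM in alkaline Tris buffer (pH 9.0); oxidation of 90 uM beta-hydroxybutyryl-CoA with 1 mM NAD+ tracked fluorimetrically for 4 min.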
HBB splicing: qHTS Assay for Modulators of Hemoglobin Beta Chain Splicing. HBB splicing reporter cell assay, activation; EGFP reporter with mutant IVS2-654 intron; response scale: normalised to 500 nM splice-correcting PNA. Potency, µM (titrated, usually from 46.1 µM), without a hit: top-dose activation, most hits filed as activators. actives 0.06% (n = 65,000); further: potency means the concentration at half of the fitted maximal effect; 0% is about no effect
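HeLa cells stably expressing EGFP interrupted by mutant beta-globin intron 2 (IVS2-654), 500/well in 2% FCS. Treated with compound for 2 days at 37C. Splicing correction scored as total well GFP intensity (488 nm excitation, 500-520 nm emission); 500 nM antisense PNA served as control.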
Pol III holo inh: qHTS Assay for Inhibitors of DNA Polymerase III Holoenzyme System. Potency, µM (highest dose often 57.1 µM), for the others: at the highest dose activity change, negative = inhibition. actives 0.25% (n = 71,000). reconstituted DNA polymerase III holoenzyme replication, biochemical. AID 603, 2007; further: potency means the concentration at half of the fitted maximal effect; on the % scale 0 is the no-effect control and ±100 the full control effect
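Reconstituted *E. coli* holoenzyme (0.35 nM Pol III, 1 nM beta, 154 nM SSB, 2 nM primase) was preincubated with compound for 15 min at RT. Synthesis on 1.4 nM ssM13Gori ran 35 min, then was stopped with PicoGreen/EDTA and read as dsDNA fluorescence.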
Hsp90 Hop PPI: qHTS Assay for Disrupters of an Hsp90 Co-Chaperone Interaction. actives 0.44% (n = 71,000). AID 595, 2007. AlphaScreen TPR2A-His6 binding biotin-Hsp90 C-terminal peptide. Potency, µM (series often up to 57 µM), for inactives: at the top dose activity change, negative = inhibition. Hsp90 C-terminal peptide / TPR2A (Hop) interaction, human; active means well fitted curve in either direction with a large enough effect; inconclusive means small, poorly fitted or top-dose-only effect, or another doubt; further: potency means the concentration at half of the fitted maximal effect; on the % scale 0 is the no-effect control and ±100 the full control effect; many of its hits are not listed in these tables
ALOX15 inhib: qHTS Assay for Inhibitors of 15-hLO (15-human lipoxygenase); Polyunsaturated fatty acid lipoxygenase ALOX15 (Homo sapiens), P16050; purified 15hLO-1, xylenol orange hydroperoxide absorbance; Potency, µM (top dose mostly 57.1 µM), inactives show at the highest dose activity change, negative = inhibition, hits mostly inhibitors; actives 1.4% (n = 74,000); AID 887, 2007; further: potency means the concentration at half of the fitted maximal effect; on the % scale 0 is the no-effect control and ±100 the full control effect; nearly all actives have a fitted effect of over 55% in size
Target sequence (P16050 whole entry, looked up): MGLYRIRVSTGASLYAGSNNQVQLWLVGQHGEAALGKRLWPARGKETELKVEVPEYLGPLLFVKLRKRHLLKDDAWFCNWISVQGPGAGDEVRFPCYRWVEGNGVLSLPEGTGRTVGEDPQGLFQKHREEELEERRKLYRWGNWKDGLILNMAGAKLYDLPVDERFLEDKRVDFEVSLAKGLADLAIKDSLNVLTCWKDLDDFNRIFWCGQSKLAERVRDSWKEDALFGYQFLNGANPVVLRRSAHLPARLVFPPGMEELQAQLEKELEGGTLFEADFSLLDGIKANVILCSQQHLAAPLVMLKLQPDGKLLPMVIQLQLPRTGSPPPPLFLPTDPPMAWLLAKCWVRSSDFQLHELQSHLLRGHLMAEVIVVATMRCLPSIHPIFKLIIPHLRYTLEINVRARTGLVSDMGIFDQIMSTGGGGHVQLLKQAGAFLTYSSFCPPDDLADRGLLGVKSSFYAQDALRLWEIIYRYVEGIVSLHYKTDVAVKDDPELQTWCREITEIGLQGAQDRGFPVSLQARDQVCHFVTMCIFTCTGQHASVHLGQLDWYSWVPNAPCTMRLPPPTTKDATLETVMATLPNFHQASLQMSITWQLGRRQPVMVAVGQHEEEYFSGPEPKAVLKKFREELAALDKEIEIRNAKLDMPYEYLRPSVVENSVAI
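Readout: Fe(III)-xylenol orange absorbance, 573-to-405 nm ratio as reaction progress. Enzyme 40 nM purified human 15hLO-1, substrate 50 uM arachidonic acid, 6 min RT after 15 min compound preincubation; Hepes pH 7.5 buffer with Triton X-100.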
Tau fil binding: qHTS Assay for Tau Filament Binding; actives 2% (n = 71,000); recombinant tau filaments, thioflavin S fluorescence, 15 h; filaments grown with octadecylsulfate alongside compound; Potency, µM (top dose mostly 57.1 µM), without a hit: top-dose activity change, negative = inhibition;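 further: potency means the concentration at half of the fitted maximal effect; on the % scale 0 is the no-effect control and ±100 the full control effect; actives lower thioflavin S fluorescence by blocking filaments or displacing dye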
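Quantitative HTS: thioflavine S signal from ODS-induced tau filaments, excited at 450 nm, emission 510 nm. Conditions: 1 uM tau, 30 uM ODS, 15 h at 37 C, pH 7.4.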
FLuc inh: qHTS Assay for Inhibitors of Firefly Luciferase; AID 411, 2009; actives 2.2% (n = 72,000); Potency, µM (highest dose often 57.1 µM), without a hit: top-dose activity change, negative = inhibition, usual class: inhibitors; purified firefly luciferase, luminescence, 8 min; Luciferin 4-monooxygenase (Photinus pyralis), P08659; further: potency means the concentration at half of the fitted maximal effect; on the % scale 0 is the no-effect control and ±100 the full control effect; nearly all actives have a fitted effect of over 40% in size
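Here, luciferase activity is measured as luminescence following an 8 min room-temperature reaction at 10 uM ATP, pH 7.2. Every library sample is titrated.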
An asterisk follows results filed as active; i = inactive; ? = inconclusive; . = not tested or not shown; [ ] = dose if it differs, or a comment. Unless noted, the call rests on the fitted dose curve; in most records, active means well fitted curve in the direction sought with a large enough effect; inconclusive means small, poorly fitted or top-dose-only effect, or another doubt; inactive means no such curve, though single readings can be large; an effect the other way counts as inactive or inconclusive. These rows are one share of the data. The share of hits here may be higher or lower than overall.

Results follow in this order: Texas Red fluor	ERK AVP block	Rhodamine autofl	CRE-bla Fsk	HADH2 inhib	HBB splicing	Pol III holo inh	Hsp90 Hop PPI	ALOX15 inhib	Tau fil binding	FLuc inh
- CCC(=O)N1CCc2cc(S(=O)(=O)NC(Cc3ccccc3)C(=O)NC3CCCC3)ccc21 (stereo not given)
 : i	-1%	i	-16%	-2%	0.1%	-1%	2%	0%	10%	1%
- CC1=C(C(=O)NCCCOC(C)C)C2(CCC(C)CC2)OC1=O (stereo not given)
 : .	-5%	.	-5%	6%	0.3%	-3%	0%	7%	5%	-9%
- Cc1cc(C)c2nc(N3CCC(C(=O)N4CCCC4)CC3)sc2c1
 : i	13%	i	-1%	-1%	2.5%	2%	-2%	2%	18%	-4%
- COc1cc(CSc2nnnn2-c2ccc(C)cc2)cc(OC)c1OC
 : i	-19%	i	28%	-8%	4.1%	7%	10%	-4%	20%	3%
- O=C(NCCc1c[nH]c2ccccc12)[C@H]1C[C@@H]1[C@H](NP(=O)(c1ccccc1)c1ccccc1)c1ccccc1
 : .	-17%	.	-23%	0%	3.2%	-9%	-30%	.	12%	.
- COc1ccc(OC)c(C(=O)CC2OC(=O)c3ccccc32)c1 (stereo not given)
 : ?	-26%	i	?	-13%	-1.8%[0.369 µM]	4%	-5%	2%	7%	1%
- c1ccc(-c2nc3ccccc3s2)nc1
 : i	-16%	i	18%	-3%	0.1%[57.5 µM]	-8%	8%	4%	2%	?
- Cn1cccc1Cc1nnc(SCC(=O)N2CCc3ccccc32)n1-c1ccc(F)cc1
 : .	4%	.	?	7%	-1.7%	2%	-3%[2.3 µM]	-22%	135%	2%
- CC(C)c1nc2oc3c(NCC4CCCO4)ncnc3c2c2c1COC(C)(C)C2 (stereo not given)
 : i	?	i	1µM*	-6%	7.0%[1.84 µM]	6%	-2%	4%	-7%	2%
- CCOC(=O)c1sc(/N=C/N(C)C)c(C(=O)OCC)c1C
 : .	?	.	?	-14%	1.2%	-4%	-2%	-13%	15%	1%
- CC(NC(=O)c1cccs1)C(c1cccs1)N1CCN(c2ccccc2)CC1 (stereo not given)
 : i	?	i	?	12%	-1.6%	3%	-3%	-8%	0%	1%
- O=C(NCCCN1CCOCC1)c1cc(-c2ccc(Br)cc2)on1
 : i	?	i	?	-7%	2.3%	-4%	0%	-17%	15%	?
- CSc1nsc(SCc2cnc(C)nc2N)n1
 : i	-23%	i	-2%	3%	0.1%	-3%	-3%	11%	-3%	-3%
- CCOc1ccccc1-n1c(SCC(N)=O)nc2ccccc2c1=O
 : i	5%	i	?	-9%	-1.3%	41%	0%	1%	-1%	0%
- O=C(O)C1CCCCC1C(=O)Nc1nccs1 (stereo not given)
 : .	-8%	.	-2%	3%	-0.5%	-4%	-2%	7%	8%	2%
- CCCn1c(-c2ccc(F)cc2)n[nH]c1=S
 : i	-18%	i	?	-22%	-0.9%	-2%	-2%	-17%	19%	1%
- CCOC(=O)c1ccc(N2C(=O)CC(NC3CCN(C(=O)c4cccc(Cl)c4)CC3)C2=O)cc1 (stereo not given)
 : i	-11%	i	-13%	1%	-1.8%	5%	-5%	-4%	-5%	-2%
- O=c1ccc(=O)n2n1CC(O)C2
 : i	-3%	i	-5%	4%	1.5%	-3%	-1%	11%	8%	-1%
- CN(C)CC[C@H](c1ccc(Br)cc1)c1ccccn1
 : i	22%[25.7 µM]	i	1%[17.1 µM]	-2%[25.6 µM]	0.5%[20.6 µM]	0%[25.6 µM]	-2%[26 µM]	12%[25.6 µM]	20%[25.6 µM]	4%[25.5 µM]
- Cc1cccc(C(=O)OCC(=O)Nc2ccc(N3CCCCC3)cc2)c1O
 : i	-2%	i	-3%	17%	-1.1%	-2%	-5%	-5%	-19%	0%
- Nc1cnn(C2CCCO2)c(=O)n1 (stereo not given)
 : ?	6%	i	-1%	-3%	0.2%[57.5 µM]	-5%	-2%	13%	-2%	-7%
- CCCCCOc1ccc(NS(C)(=O)=O)cc1
 : ?	-9%	i	?	-4%	-0.9%	-13%	0%	10%	9%	-2%
- O=C(COc1ncnc2ccccc12)N1CCN(C(=O)c2ccco2)CC1
 : i	6%	i	?	-3%	-2.1%	4%	-2%	-6%	-5%	0%
- CCCC(=O)C1=C(O)C(C(=O)OC)C(C)(C)CC1=NC (stereo not given)
 : .	-18%	.	13%	-1%	-1.0%	-2%	-1%	0%	-1%	3%
- O=C(Nc1ccc2oc(-c3ccccc3)nc2c1)c1cccnc1
 : i	-1%	i	?	-3%	.	2%	-4%	-4%	28%	-9%
- O=C(CN1C(=O)NC2(CCCC2)C1=O)Nc1cccc(-c2nnc3n2CCCCC3)c1
 : ?	10%	i	-10%	-7%	-1.7%	-4%	0%	1%	3%	-2%
- Cc1ccc(C(=O)COc2cccc(NC(=O)c3ccco3)c2)cc1
 : i	?	i	-2%	11%	-1.5%	-5%	0%	-9%	9%	-18%
- CCOC(=O)N1CCN(S(=O)(=O)c2ccc3c(c2)SCC(=O)N3)CC1
 : ?	-12%	i	4%	1%	-0.3%[0.369 µM]	-4%	-2%	16%	1%	2%
- Nc1nc2c(c(=O)[nH]1)N[C@H](CCNc1ccc(C(=O)O)cc1)CN2
 : i	-3%[11.5 µM]	i	-8%[7.6 µM]	3%[11.4 µM]	2.2%[9.22 µM]	7%[11.4 µM]	0%[11 µM]	7%[11.4 µM]	-4%[11.4 µM]	2%[11.4 µM]
- CSc1ccc(NC(=O)[C@H]2CCCC[C@@H]2C(=O)O)cc1
 : i	-1%[11.5 µM]	i	-3%[7.6 µM]	-2%[11.4 µM]	0.7%[9.22 µM]	-8%[11.4 µM]	-5%[11 µM]	10%[11.4 µM]	-12%[11.4 µM]	1%[11.4 µM]

Further records
Results follow in this order: Texas Red fluor	ERK AVP block	Rhodamine autofl	CRE-bla Fsk	HADH2 inhib	HBB splicing	Pol III holo inh	Hsp90 Hop PPI	ALOX15 inhib	Tau fil binding	FLuc inh
- Cc1ccc(OCCN2C(=O)c3ccccc3C2=O)c(C)c1
 : i	67%[activator]	i	19%	-3%	-0.8%	-2%	?	0%	-12%	-1%
- Cc1n[nH]c(C)c1S(=O)(=O)N1CCOCC1
 : i	30%	i	4%	-1%	-2.3%	1%	0%	6%	-2%	1%
- COc1ccc(-n2c(=O)cnc3cnc(OC)nc32)cc1
 : i	-11%	i	8%	4%	-1.3%	-8%	-1%	-2%	-8%	2%[11.4 µM]
- O=C1CCC(=O)N1c1ccccc1-c1ccccc1
 : .	-12%	.	2%	3%	-1.4%	1%	0%	1%	1%	2%
- Nc1ccccc1-c1nnc(SCc2ccccc2F)[nH]c1=O
 : .	-19%	.	9%	-7%	-1.6%	0%	-2%	-4%	16µM*	2%
- CC(C)C1N(S(=O)(=O)c2ccccc2)CCN1S(=O)(=O)c1ccccc1
 : ?	11%	i	3%	0%	0.2%	2%	7%	-6%	-2%	-14%
- Cc1ccc(Nc2nc(N)nc(CN3CCN(Cc4ccc5c(c4)OCO5)CC3)n2)cc1
 : i	?	i	-1%	9%	0.0%	-2%	-16%	?	-10%	-2%
- COc1ccc2nc(SCC(=O)Nc3ccc(S(=O)(=O)Nc4onc(C)c4C)cc3)[nH]c2c1
 : ?	4%	i	-5%	-1%	1.2%	-6%	-1%	-4%	-5%	-1%
- O=C(c1cccc(S(=O)(=O)N2CCOCC2)c1)N1CCCc2ccccc21
 : ?	-5%	i	1%	7%	1.0%	5%	-5%	1%	0%	1%
- COC(=O)C1(CCSC)NC(c2ccc(O)cc2)C2C(=O)N(c3ccc4c(c3)OCCO4)C(=O)C21 (stereo not given)
 : i	-12%	i	-6%	-6%	.	-1%	-5%	5%	0%	-1%
- COc1ccccc1C(=O)N1CCN(c2cccc(Cl)c2)CC1
 : i	-29%	i	17%	1%	.	3%	-10%	?	15%	-1%
